# Compound activity: PubChem, several laboratories
# RT RNaseH block – blocks HIV-1 RNase H cleavage of RNA/DNA duplex | P04585 | inhibition, % at 10 µM | RT-RNase H RNA/DNA duplex cleavage, fluorescence | 1.9% of 65,000 active; in the data active means inhibition above about 50%
# RmlC RmlD mix – inhibitors of RmlC and RmlD coupled enzymes. inhibition, % at 5.5 µM. RmlC/RmlD coupled enzyme inhibition, 384-well mixture HTS. 0.39% of 110,000 active; in the data active means inhibition above about 30%, passing the limit was not always enough; further: strong numbers were not always called active
# Numbers without * were called inactive; . = not tested or not shown. This is a subset; the hit share may differ from the screen's.
SMILES,RT RNaseH block,RmlC RmlD mix
CCNS(=O)(=O)c1ccc(NC(=O)Nc2cccc(C(F)(F)F)c2)cc1,-6,4
C=CCSC(=C(C#N)C#N)c1cc2c([nH]1)CCCC2,.,8
CCOc1cc(CNC(C)C)c(Cl)cc1OCC(=O)NCCc1ccccc1,.,29
NC(=O)COc1ccc(=O)n(-c2ccccc2)n1,3,10
COC(=O)C1=C(CN2CCSCC2)NC(=O)NC1c1cc(C)ccc1C (configuration not stated),-3,-14
COC(=O)C1C(=O)C2=C(CC1C)NC(C)=C(C(=O)OCCOc1ccccc1)C2c1ccc(C)o1 (configuration not stated),.,-2
CCCCN(CCCC)S(=O)(=O)c1ccc2[nH]c(=O)[nH]c2c1,.,9
Cc1cc2ccccc2n1CCNC(=O)C1CC1,-5,.
O=S(=O)(NCc1ccccc1Cl)c1cnc[nH]1,-15,9
CCOc1cc(C(c2c(C)[nH][nH]c2=O)c2c(C)[nH][nH]c2=O)ccc1OCc1ccc([N+](=O)[O-])cc1,.,25
O=C(c1cc(-c2cccs2)on1)N1CCOCC1,-3,-5
CCOC(=O)Nc1nnc(-c2ccc(OC)c(OC)c2)s1,2,31*
Cc1cc(C(F)(F)F)c2c(=O)[nH]c(=O)n(Cc3ccccc3)c2n1,-110,-7
O=C(O)C(Cc1ccccc1)n1cccc1 (configuration not stated),-24,-12
O=C(NC1CCCCC1)C1CCN(S(=O)(=O)c2cccc3nsnc23)CC1,.,16
COc1ccc(-n2c(N)c(C(=O)NCC3CCCO3)c3nc4ccccc4nc32)c(OC)c1 (configuration not stated),-3,-55
Cc1ccc(C(=O)Nn2c(O)c(C=C3N=c4ccccc4=N3)sc2=S)cc1,.,4
COc1ccccc1NC(=O)c1cccs1,-5,12
CC(C)(C)C(=O)NCCN1CCN(C(=O)C(C)(C)C)CC1,.,12
CC(C)n1c(NCc2cc(Cl)ccc2O)nc2ccccc21,4,-12
Cc1ccc(-n2c(SCC(=O)N3CCOCC3)nnc2-c2ccncc2)cc1,-11,3
Cc1cc(OCC(=O)Nc2ccc3c(c2)OCCO3)ccc1Cl,-71,9
Cc1ccnc(-n2c(CCN3C(=O)c4ccccc4C3=O)nc3ccccc3c2=O)c1,-28,-10
CCCCN(Cc1ccco1)C(=O)Cn1ncc2c(=O)oc3ccc(C)cc3c21,.,8
CCn1cc(C(=O)NC2CC3CCC2C3)c(=O)c2ccc(C)nc21 (configuration not stated),-6,.

# In the list so far, these contain two or more sulfur atoms:
SMILES,RT RNaseH block,RmlC RmlD mix
O=C(NC1CCCCC1)C1CCN(S(=O)(=O)c2cccc3nsnc23)CC1,.,16
Cc1ccc(C(=O)Nn2c(O)c(C=C3N=c4ccccc4=N3)sc2=S)cc1,.,4

# Continuation.
SMILES,RT RNaseH block,RmlC RmlD mix
CN(C)CCCNC(=O)c1ccc(-c2nc(-c3ccc(Cl)cc3)cs2)cc1,.,-9
N#C/C(=C/c1ccc2c(c1)OCO2)C(=O)NCCc1c[nH]c2ccccc12,.,6
O=C(O)CCCCCNc1nc(=S)[nH]c2ccccc12,-3,8
COc1ccc(-c2nnc(-c3cc4ccccc4oc3=O)o2)cc1,.,-2
Cc1cc2c(=O)n(CC(=O)N3CCN(c4ccccc4)CC3)cnc2s1,8,-26
CCOC(=O)N1CCC(N2CC34C=CC(O3)C(C(=O)Nc3ccc(C)cc3)C4C2=O)CC1 (configuration not stated),-10,-11
CC(NC(=O)c1cc2ccccc2o1)c1cccs1 (configuration not stated),-10,10
Cc1ccccc1-n1nc(C)c2cc(C(=O)N3CCN(S(=O)(=O)c4ccc(F)cc4)CC3)sc21,9,22
CCC(C)C(NC(=O)OC(C)(C)C)C(=O)NC(C(=O)N1CCCC1C(N)=O)C(C)CC (configuration not stated),7,-4
CCOC(=O)c1c(C)nc2c(c1-c1ccccc1)C(=O)CC(C)(C)C2,.,-7
CCOC(=O)c1cnc(SCC(=O)Nc2cc(C(F)(F)F)ccc2N2CCOCC2)nc1N,12,-15
COC(=O)c1ccc(Cl)c(NC(=O)CN2CCN(Cc3ccccc3)CC2)c1,-6,12
O=C(Oc1ccccc1)c1ccccc1OS(=O)(=O)c1ccccc1,.,-14
Cc1cc(NC(=O)C2(c3ccccc3)CCCC2)no1,-6,1
CC(C)(C)c1ccc(C(=O)c2c[nH]c(C(=O)NCCCn3ccnc3)c2)cc1,.,-1
CCCCOC(=O)C1=C(C)Nc2ncnn2C1c1ccc(OCC)c(OC)c1 (configuration not stated),-8,-14
CN1CCN(C(=O)c2ccc3c(=O)n(Cc4ccc(Cl)cc4)c(=S)[nH]c3c2)CC1,-5,-8
COc1ccccc1CNC(=O)CCN1C(=O)COc2ccccc21,3,-9
N#CC1=C(N)Oc2n[nH]c(CSc3ccccc3)c2C12C(=O)Nc1ccccc12 (configuration not stated),6,7
CCCCCC1CC(=O)N(Cc2ccccc2)C(=O)N1 (configuration not stated),-32,.
Cc1ccc(C(=O)COC(=O)c2cnccn2)cc1,-1,7
O=C(Nc1ccc(Cl)cc1)C(c1ccccc1)N(CCO)CCO (configuration not stated),-8,2
CCOC(=O)c1cnc2ccc(Cl)cc2c1NCCN(C)C,.,-3
CCCCNC(=O)C(c1ccc(OCC(=O)OC)c(C(=O)OC)c1)N(CCc1ccccc1)C(=O)CCCCCN1C(=O)NC(c2ccc(-c3ccccc3)cc2)C(C(=O)OCc2ccccc2)=C1C (configuration not stated),.,-7
Fc1c(F)c(F)c(CSc2nc3ccccc3[nH]2)c(F)c1F,32,6

# Next section, starting with the last 4 of the part before.
SMILES,RT RNaseH block,RmlC RmlD mix
O=C(Nc1ccc(Cl)cc1)C(c1ccccc1)N(CCO)CCO (configuration not stated),-8,2
CCOC(=O)c1cnc2ccc(Cl)cc2c1NCCN(C)C,.,-3
CCCCNC(=O)C(c1ccc(OCC(=O)OC)c(C(=O)OC)c1)N(CCc1ccccc1)C(=O)CCCCCN1C(=O)NC(c2ccc(-c3ccccc3)cc2)C(C(=O)OCc2ccccc2)=C1C (configuration not stated),.,-7
Fc1c(F)c(F)c(CSc2nc3ccccc3[nH]2)c(F)c1F,32,6
Clc1ccc(-c2nnc3n2CCCCC3)cc1,.,-12
O=C(COC(=O)CNC(=O)C1CCCCC1)Nc1ccc2ccccc2c1,.,-12
COc1ccccc1/C=C/C=N/N1CCN(Cc2ccc(Cl)cc2)CC1,.,4
CCn1c(SCC(=O)N2CCN(c3ccccc3)CC2)nnc1-c1ccncc1,.,-2
O=C(c1ccccc1NS(=O)(=O)c1cccc([N+](=O)[O-])c1)N1CCOCC1,.,10
Cc1nc(CCNC(=O)Cc2ccccc2)cs1,-9,-12
COc1cc2c(cc1OC)C(c1ccc(N(C)C)cc1)CC(=O)N2 (configuration not stated),-2,10
Cc1cc(-c2ccco2)n(-c2ccccc2)n1,-5,1
CCOC(=O)CSc1nnc(Cc2ccccc2)n1CC1CCCO1 (configuration not stated),-3,-2
COc1ccc(-c2cc(C(=O)n3cnc4ccccc43)c3ccccc3n2)cc1,.,17
O=C(CN1CCN(CC(=O)c2ccc(F)cc2)CC1)Nc1ccccc1Cl,-6,-15
Cn1nnnc1SCCNCc1ccccc1F,.,10
Cn1c(=O)c2c(SCC(=O)N3CCC(Cc4ccccc4)CC3)nc(C3CC3)nc2n(C)c1=O,-6,.
O=C(C1CCC1)N1CCc2cc(S(=O)(=O)N3CCN(c4ccccn4)CC3)ccc21,-8,-26
Cc1csc2ncc(C(=O)N(Cc3ccccc3)c3ccccn3)c(=O)n12,.,-7
N#Cc1cc(-c2ccccc2)cnc1Sc1ccc(Cl)cc1,.,7
N#Cc1c2c(c(NCCN3CCOCC3)n3c1nc1ccccc13)CCCC2,-9,5
COc1ccccc1NC(=S)N(CCc1c(C)[nH]c2ccccc12)Cc1cccs1,.,-13
CCOc1ccc(N=Cc2c(O)cc(C)oc2=O)cc1,-7,1
COC(=O)C1=NN(C(=O)c2ccc(Cl)cc2)C(O)(c2ccccc2)C1 (configuration not stated),.,-34
COc1cccc(C(=O)O/N=C(\N)c2ccncc2)c1,.,5
COc1ccc2[nH]c(=O)c(CN(Cc3ccco3)C(=O)c3ccccc3)cc2c1,4,1
CCC(C)C1C(C#N)=C(N)Oc2n[nH]c(-c3ccccc3)c21 (configuration not stated),-10,7
COc1cc(C(=O)NCC(=O)n2nc(C)cc2C)cc(OC)c1OC,-4,7
Cc1cc(C)n2c(SCC(=O)Nc3ccc(Cl)cn3)nnc2n1,.,-15

# Remaining list, next part:
SMILES,RT RNaseH block,RmlC RmlD mix
CCn1nc(C)c(Oc2ccccc2O)c1C,-10,-11
CCCN(Cc1cc2cccc(C)c2[nH]c1=O)C(=O)c1cccc(OC)c1,-7,-8
CS(=O)(=O)N1CCN(C(=O)NC23CC4CC(CC(C4)C2)C3)CC1,-3,5
COc1cccc(-c2nnc(SCCOc3ccc4c(C)cc(=O)oc4c3)o2)c1,.,9
COCCNC(=O)CSc1ncnc2sccc12,.,34
Cc1c(C(=O)NC(C)c2ccccc2)c(-c2ccccc2)nn1-c1ccccc1 (configuration not stated),.,13
CCOc1ccc(OCC)c(NC(=O)C2CCCN(S(=O)(=O)c3c(C)noc3C)C2)c1 (configuration not stated),28,-11
C=CCn1c(CSCc2ccccc2)nnc1SCC(=O)NCc1ccccc1,.,-15
CC(C)c1nnc(SCC(=O)NCc2ccco2)n1C,-6,-13
N=c1c(S(=O)(=O)c2ccccc2)cc2c(=O)n3ccccc3nc2n1Cc1ccco1,-2,7
CCCCN(C(=O)CNC(=O)c1cccs1)C(C(=O)NC1CCCCC1)c1cccnc1 (configuration not stated),.,-9
O=C(C(c1ccccc1)c1ccccc1)N1CCN(Cc2ccccn2)CC1,-9,-12
CC(=O)NC12CC3CC(C1)CC(C(=O)OCC(=O)c1ccc4c(c1)OCCO4)(C3)C2,6,15
Cc1occc1C(=O)Nc1cccc(/C=C/C(=O)O)c1,.,6
COc1ccccc1N1CCN(c2cc(=O)n(Cc3ccc(F)cc3)c(=O)[nH]2)CC1,4,-10
O=C(NCCOC(=O)c1ccc(S(=O)(=O)N2CCOCC2)cc1)c1cccnc1,5,-10
O=C(Nc1ccccc1[N+](=O)[O-])C1C(c2ccccc2)=C1c1ccccc1,.,9
CCOC(=O)Cc1csc(NC(=O)CCS(=O)(=O)Cc2ccccc2)n1,-11,-8
CNC(=O)c1sc(-c2cccnc2)nc1C,.,11
CO[C@H]1C=CO[C@@]2(C)Oc3c(C)c(O)c4c(O)c(c5c(c4c3C2=O)NC2(CCN(CC(C)C)CC2)N=5)=NC(=O)C(C)=CC=C[C@H](C)[C@H](O)[C@@H](C)[C@@H](O)[C@@H](C)[C@H](OC(C)=O)[C@@H]1C,.,-6
CCCc1cc(=O)[nH]c(SCc2ccc(C#N)cc2)n1,-15,0
Cn1c(NC(=O)Cc2ccc(F)cc2)cc(=O)n(C)c1=O,-3,1
COCCn1c(SCC(=O)N2CCCc3ccccc32)nnc1-c1ccco1,2,-16
O=C(CCn1c(=O)sc2ccccc21)NCc1cccs1,-3,9
CCc1c(C)nc(SC)n(CC#N)c1=O,-9,-11

# The last 3 records of the section above lead into the next.
SMILES,RT RNaseH block,RmlC RmlD mix
COCCn1c(SCC(=O)N2CCCc3ccccc32)nnc1-c1ccco1,2,-16
O=C(CCn1c(=O)sc2ccccc21)NCc1cccs1,-3,9
CCc1c(C)nc(SC)n(CC#N)c1=O,-9,-11
COc1ccc(-c2cc(-n3c(C(F)(F)F)nc4ccccc43)n(CCC#N)n2)cc1,-21,7
O=C(Cc1coc2cc3c(cc12)CCC3)OCc1cc(=O)n2c(n1)sc1ccccc12,30,-33
O=S(=O)(c1ccccc1)c1cnc(-c2cccnc2)nc1-c1ccc(Cl)cc1Cl,.,-8
CCOC(=O)C1CCN(CCC(=O)Nc2ccc(Cl)cc2)CC1,.,-10
COCCN1C(=O)N(c2cccc(C)c2)C(=O)C1CC(=O)Nc1ccc(F)cc1 (configuration not stated),-4,-13
Nc1c(C(=O)NCc2ccco2)sc2nc3c(cc12)C(=O)CCC3,24,12
CCOC(=O)C1=C(N)OC(C)=C(C(=O)OCCOC)C12C(=O)Nc1ccccc12 (configuration not stated),7,8
O=C(Nc1ccc2c(c1)OCO2)c1ccc[n+]([O-])c1,.,-35
CC(C)=C1SC(N2CCOCC2)=NC1=O,.,6
CCCCn1c(CN2CCN(c3ccccc3)CC2)nc2c1c(=O)n(C)c(=O)n2C,-15,-8
Cc1ccc(N(C(=O)C2CCCO2)C2C=CS(=O)(=O)C2)cc1Cl (configuration not stated),-3,-9
CCn1c(SCC(=O)Nc2ccc3c(c2)c2ccccc2n3CC)nnc1-c1cnccn1,42,14
CCCN1CC23C=CC(O2)C(C(=O)O)C3C1=O (configuration not stated),-7,0
CCOC(=O)c1c(NC(=O)Nc2cccc(Cl)c2)sc(C)c1C,.,-9
O=C(Nc1cc(C(F)(F)F)ccc1N1CCOCC1)c1ccc2ccccc2n1,-3,10
CCn1c(SCC(=O)c2ccc(Cl)cc2)nnc1C(C)C,1,-10
Cc1ccc(N(C(=O)Cn2nnc(-c3cccs3)n2)C(C(=O)NC2CCCC2)c2ccncc2)cc1 (configuration not stated),.,-11
COc1cccc(C(=O)c2sc(NC(C)C)nc2N)c1,-3,15
CCn1c(=O)c2c(n3cnnc13)-c1ccccc1CC21CCCCC1,-8,8
Cc1nc2c(ccc3c2ccc2nc(C)sc23)s1,.,9
Cc1nc2ccc3nc(NC(=O)C4COc5ccccc5O4)sc3c2s1 (configuration not stated),-40,.
O=C(NCCCN1CCOCC1)c1cc2c(s1)CCC2,.,-1
Cc1cc(C)cc(-n2c(C)cc(/C=N/NC(=O)c3cccc([N+](=O)[O-])c3C)c2C)c1,.,-12
CCOCCCNCC(=O)NC1(C)C2CCC(C2)C1(C)C (configuration not stated),0,7
O=C(CSCc1ccc(Br)cc1)Nc1ccc(S(=O)(=O)N2CCOCC2)cc1,.,-5

# Gathered by group: the entries above containing a COOH group
SMILES,RT RNaseH block,RmlC RmlD mix
O=C(O)C(Cc1ccccc1)n1cccc1 (configuration not stated),-24,-12
O=C(O)CCCCCNc1nc(=S)[nH]c2ccccc12,-3,8
Cc1occc1C(=O)Nc1cccc(/C=C/C(=O)O)c1,.,6
CCCN1CC23C=CC(O2)C(C(=O)O)C3C1=O (configuration not stated),-7,0
